eIF4E 4G PPI – eIF4E/eIF4G interaction inhibition in translation initiation; P63073+Q04637; TR-FRET eIF4E-eIF4GI(517-606) binding, 2 h; inhibition, % at 21.7 µM; actives 0.37% (n = 220,000); AID 782;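 active = inhibition above about 30%, limit read from the data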;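 note: 0% = full FRET control wells and 100% = background wells lacking eIF4GI fragment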
EP2 antag – EP2 receptor (human) inhibition | C6 glioma cells expressing human EP2, cAMP TR-FRET; cells stimulated with saturating PGE2 | inhibition, % at 25 µM | actives 0.52% (n = 260,000);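 active = percent inhibition above 40 after rounding to a whole number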;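 note: rat C6 glioma host cells with rolipram phosphodiesterase inhibitor present; the protocol text gives 20 µM as final concentration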
Target sequence (P43116 whole entry, looked up): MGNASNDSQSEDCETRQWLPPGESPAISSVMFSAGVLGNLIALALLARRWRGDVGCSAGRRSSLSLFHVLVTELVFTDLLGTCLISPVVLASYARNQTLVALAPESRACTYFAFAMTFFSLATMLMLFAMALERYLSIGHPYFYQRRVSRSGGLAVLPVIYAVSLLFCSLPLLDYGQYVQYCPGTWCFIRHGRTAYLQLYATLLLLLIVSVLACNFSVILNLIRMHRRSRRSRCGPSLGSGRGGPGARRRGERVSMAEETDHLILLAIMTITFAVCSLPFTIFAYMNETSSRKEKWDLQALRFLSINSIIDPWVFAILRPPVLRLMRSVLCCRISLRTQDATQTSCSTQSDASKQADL
p97 inhibitor – blocks human p97 ATPase activity; P55072; recombinant p97 ATPase, Kinase-Glo ATP luminescence, 3 h; inhibition, % at 8 µM; actives 0.42% (n = 220,000); in the data active = inhibition above about 15%;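 note: 0% = DMSO vehicle and 100% = wells lacking enzyme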
S1P4 ag – agonists of human S1P4 receptor. O95977. S1P4-expressing cell line, agonist reporter assay. activation, % at 4.98 µM. actives 0.35% (n = 220,000); in the data active = activation above about 11%;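 note: 0% = DMSO vehicle and 100% = reference agonist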
NPY1 pot ag – human NPY-Y1 potentiation or agonism, primary screen. AID 1304. actives 0.37% (n = 220,000). activation, % at 3.6 µM. NPY-Y1 expressing cells, potentiator/agonist activation; in the data active = activation above about 33%, passing the limit was not always enough;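 note: cells stimulated with NPY at EC10 then isoproterenol at EC100; 0% = low agonist plus stimulus and 100% = saturating agonist plus stimulus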
EP2 modulator – modulators of human EP2 prostaglandin E2 receptor. AID 940. actives 0.83% (n = 260,000). induction, % at 25 µM. EP2-expressing cells, cAMP HTRF FRET, PGE2 co-stimulation;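 active = compounds whose cAMP rise, as percent of the full-agonist control response, exceeds 60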;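 note: rat C6 glioma line stably carrying human EP2 under a CMV promoter; the protocol text gives 20 µM as final concentration; 100% = response of wells given 1 µM PGE2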
S1P4 antag – human S1P4 receptor antagonism. actives 0.26% (n = 220,000). S1P4-expressing cells, antagonist mode, reporter read-out. inhibition, % at 4.98 µM. AID 1510. O95977; in the data active = inhibition above about 29%;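 note: 0% = wells stimulated with agonist and 100% = vehicle wells without agonist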
NPY-Y1 antag – NPY-Y1 (human) receptor antagonism. P25929. inhibition, % at 3.6 µM. actives 1% (n = 200,000). AID 1040. HEK293-CNG Y1 cells, membrane potential fluorescence; NPY at EC95, then isoproterenol;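 active = inhibition above the campaign mean inhibition of all tested compounds plus 3 SD, cut at about 20% in these data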;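 note: 0% = DMSO wells given NPY plus isoproterenol and 100% = isoproterenol alone without NPY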
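Assay system: HEK293 Y1/CNG channel cell line; Doses: single compound dose of 3.6 µM, 0.4% DMSO; Timing: dye 3 h, compound 60 min room temperature, stimulation 45 min; Technique: Membrane-potential fluorescent dye readout; Measure: % inhibition of NPY effect.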
NPY2 pot ag – potentiates or activates human NPY-Y2 receptor; P49146; cells expressing NPY-Y2, potentiator/agonist read-out; activation, % at 3.6 µM; actives 0.45% (n = 220,000); AID 1359; in the data active = activation above about 27%;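 note: cells stimulated with NPY near EC25 plus isoproterenol at EC100; 0% = vehicle plus submaximal agonist and 100% = vehicle plus saturating agonist; some results beyond the cut were filed as inactive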
Target sequence (P49146 whole entry, looked up): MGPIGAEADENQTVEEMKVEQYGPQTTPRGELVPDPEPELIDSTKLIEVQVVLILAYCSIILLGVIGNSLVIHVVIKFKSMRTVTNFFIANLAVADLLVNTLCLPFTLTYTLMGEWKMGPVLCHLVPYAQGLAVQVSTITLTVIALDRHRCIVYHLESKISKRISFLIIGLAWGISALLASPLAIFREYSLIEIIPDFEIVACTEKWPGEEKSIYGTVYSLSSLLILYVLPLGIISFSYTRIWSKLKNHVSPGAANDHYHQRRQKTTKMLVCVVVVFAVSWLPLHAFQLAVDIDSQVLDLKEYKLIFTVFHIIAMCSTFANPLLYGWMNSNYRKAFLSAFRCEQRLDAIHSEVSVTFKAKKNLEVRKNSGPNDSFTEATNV
Starred values were filed as active, the others as inactive; [ ] = dose if it differs, or a comment.

Start of the listing, in advance (two entries):
For COC(=O)c1cnc(N2CCCN(S(=O)(=O)c3ccc(C(F)(F)F)cc3)CC2)nc1C(F)(F)F the results were eIF4E 4G PPI -3.2, EP2 antag 2.0, p97 inhibitor -5.3, S1P4 ag -0.8, NPY1 pot ag 9.1, EP2 modulator -2.9, S1P4 antag -13.4 and NPY2 pot ag -16.7.
`CCOC(=O)c1cc(=O)c2c([N+](=O)[O-])ccc(OC)c2o1` gave eIF4E 4G PPI 15.8, EP2 antag -0.9, p97 inhibitor 2.9, S1P4 ag 1.3, NPY1 pot ag -22.3, EP2 modulator 4.1, S1P4 antag -12.5, NPY-Y1 antag 4.5 and NPY2 pot ag -17.8.

The list itself, previewed entries included:
For COC(=O)c1cnc(N2CCCN(S(=O)(=O)c3ccc(C(F)(F)F)cc3)CC2)nc1C(F)(F)F the results were eIF4E 4G PPI -3.2, EP2 antag 2.0, p97 inhibitor -5.3, S1P4 ag -0.8, NPY1 pot ag 9.1, EP2 modulator -2.9, S1P4 antag -13.4 and NPY2 pot ag -16.7.
`CCOC(=O)c1cc(=O)c2c([N+](=O)[O-])ccc(OC)c2o1` gave eIF4E 4G PPI 15.8, EP2 antag -0.9, p97 inhibitor 2.9, S1P4 ag 1.3, NPY1 pot ag -22.3, EP2 modulator 4.1, S1P4 antag -12.5, NPY-Y1 antag 4.5 and NPY2 pot ag -17.8.
For COC(=O)C(NC(=O)CNS(=O)(=O)c1ccc(Br)cc1)c1ccccc1 (stereo not given) the results were eIF4E 4G PPI -1.3, EP2 antag -0.8, p97 inhibitor -0.7, S1P4 ag -1.7, NPY1 pot ag -7.5, EP2 modulator 16.7, S1P4 antag -0.7, NPY-Y1 antag 0.4 and NPY2 pot ag -3.0.
`CC(=O)Nc1sc(NC(=O)c2ccc([N+](=O)[O-])cc2)nc1-c1cccs1` gave eIF4E 4G PPI 0.8, EP2 antag 3.4, p97 inhibitor 8.1, S1P4 ag 0.4, NPY1 pot ag 18.2, EP2 modulator -20.4, S1P4 antag 10.3 and NPY2 pot ag 16.7.
Cc1cc(C)cc(OCC(=O)N/N=C/c2ccncc2)c1 was read as eIF4E 4G PPI 4.2, EP2 antag 9.0, p97 inhibitor 4.1, S1P4 ag 0.8, NPY1 pot ag 6.6, EP2 modulator 7.2, S1P4 antag -12.4, NPY-Y1 antag -0.9 and NPY2 pot ag 13.9.
`CCC(CO)NCc1ccc(Br)cc1` (stereo not given) gave eIF4E 4G PPI 2.0, EP2 antag 9.9, p97 inhibitor -2.8, S1P4 ag 1.9, NPY1 pot ag -2.5, EP2 modulator 0.0, S1P4 antag -27.9, NPY-Y1 antag 2.3 and NPY2 pot ag -2.2.
For Cc1nc(-c2ccc3c(c2)OCCCO3)cs1 the results were eIF4E 4G PPI -7.5, EP2 antag 6.9, p97 inhibitor -4.2, S1P4 ag 2.2, NPY1 pot ag -2.3, EP2 modulator -35.4, S1P4 antag -5.6 and NPY2 pot ag -7.2.
For Cc1ccc(N2C(=O)CC(NNC(=O)Cc3ccc(F)cc3)C2=O)cc1Cl (stereo not given) the results were eIF4E 4G PPI -3.2, EP2 antag 5.6, p97 inhibitor -3.3, S1P4 ag 0.9, NPY1 pot ag 9.7, EP2 modulator 5.6, S1P4 antag 2.3 and NPY2 pot ag 5.5.
Cn1c(SCC(=O)c2ccc3c(c2)NC(=O)CO3)nc2ccccc21 was read as eIF4E 4G PPI -13.5, EP2 antag 18.3, p97 inhibitor 12.7, S1P4 ag -1.0, NPY1 pot ag -18.7, EP2 modulator -17.1, S1P4 antag -7.7, NPY-Y1 antag 0.0 and NPY2 pot ag -16.4.
Screening O=C(CSc1ncnc2c1oc1ccccc12)N1CCCc2ccccc21 returned eIF4E 4G PPI 3.3, EP2 antag 9.1, p97 inhibitor 3.5, S1P4 ag 0.3, NPY1 pot ag 3.3, EP2 modulator -5.2, S1P4 antag -21.3, NPY-Y1 antag 14.2 and NPY2 pot ag -8.7.
For CSc1ccc(C2C(C#N)=C(N)Oc3c2ccc(=O)c2c(C)oc(C)c32)cc1 (stereo not given) the results were eIF4E 4G PPI -4.8, EP2 antag 10.4, p97 inhibitor 1.3, S1P4 ag 2.5, NPY1 pot ag -8.8, EP2 modulator -7.1, S1P4 antag -39.2, NPY-Y1 antag 5.3 and NPY2 pot ag -4.9.
CC(C)N=c1scc(-c2ccco2)n1/N=C/c1ccc(O)c(O)c1 was read as eIF4E 4G PPI -3.4, EP2 antag 8.2, p97 inhibitor -5.3, S1P4 ag 11.9*, NPY1 pot ag 49.7, EP2 modulator 0.5, S1P4 antag -24.6, NPY-Y1 antag -5.2 and NPY2 pot ag 33.9*.
Screening Cc1ccccc1NC(=O)c1cccc(N2C(=O)C3C4CCC(C4)C3C2=O)c1 (stereo not given) returned eIF4E 4G PPI -0.1, EP2 antag 2.5, p97 inhibitor -1.4, S1P4 ag 1.6, NPY1 pot ag -15.7, EP2 modulator 11.2, S1P4 antag -6.3, NPY-Y1 antag 0.6 and NPY2 pot ag -7.2.
For Cc1ccc(/C=C/C(=O)Nc2cc(S(N)(=O)=O)ccc2O)cc1 the results were eIF4E 4G PPI 1.5, EP2 antag 1.2, p97 inhibitor 4.1, S1P4 ag -1.6, NPY1 pot ag 2.7, EP2 modulator 1.5, S1P4 antag -2.3, NPY-Y1 antag -0.2 and NPY2 pot ag 11.6.
Screening COc1cccc2c1OC[C@@H](CO)[C@H]2N(C)C(=O)Nc1ccc(Cl)cc1 returned eIF4E 4G PPI -8.2, EP2 antag 1.8, p97 inhibitor 2.6, S1P4 ag -0.2, NPY1 pot ag 0.2, EP2 modulator -29.4, S1P4 antag -2.1, NPY-Y1 antag -4.7 and NPY2 pot ag 17.9.
N#C/C(=C\c1ccc(OCc2ccc(F)cc2)cc1)C(=O)Nc1cccc(C(=O)O)c1 was read as eIF4E 4G PPI -3.4, EP2 antag 6.2, p97 inhibitor 1.2, S1P4 ag -1.8, NPY1 pot ag 9.4, EP2 modulator 15.8, S1P4 antag -13.3 and NPY2 pot ag -6.8.
`CCc1cccc(CC)c1NC(=S)NCCc1ccc(O)c(O)c1` gave eIF4E 4G PPI -3.6, EP2 antag 3.7, p97 inhibitor 3.5, S1P4 ag 0.0, NPY1 pot ag 0.0, EP2 modulator -53.6, S1P4 antag -1.9, NPY-Y1 antag -0.5 and NPY2 pot ag -1.4.
Screening CCn1c(SCC(=O)NC2CCCc3ccccc32)nnc1-c1cccs1 (stereo not given) returned eIF4E 4G PPI 0.8, EP2 antag 17.0, p97 inhibitor 0.3, S1P4 ag -1.2, NPY1 pot ag 11.3, EP2 modulator -9.1, S1P4 antag -1.6, NPY-Y1 antag 1.8 and NPY2 pot ag 0.4.
`COc1ccc(C)cc1NC(=O)CN1CCN(S(=O)(=O)c2ccc(F)cc2)CC1` gave eIF4E 4G PPI 5.6, EP2 antag 4.5, p97 inhibitor 4.2, S1P4 ag -0.6, NPY1 pot ag 12.1, EP2 modulator -18.9, S1P4 antag -8.1, NPY-Y1 antag 10.1 and NPY2 pot ag 12.6.
For CN(C)CCCOC(=O)CCc1ccccc1 the results were eIF4E 4G PPI -2.2, EP2 antag 9.0, p97 inhibitor 10.0, S1P4 ag -1.4, NPY1 pot ag -15.0, EP2 modulator 10.6, S1P4 antag 3.5, NPY-Y1 antag 2.5 and NPY2 pot ag -2.6.
Screening NNC(=O)CN1C(c2cccc(Cl)c2)=Nc2ccc(Br)cc2C1c1ccccc1 (stereo not given) returned eIF4E 4G PPI -2.6, EP2 antag 11.6, p97 inhibitor 4.8, S1P4 ag -1.1, NPY1 pot ag -16.0, EP2 modulator 0.7, S1P4 antag 13.0, NPY-Y1 antag -0.8 and NPY2 pot ag -15.5.
Screening CC(C(=O)N1CCCC1)N1CCN(c2ccccc2O)CC1 (stereo not given) returned eIF4E 4G PPI -2.6, EP2 antag 4.9, p97 inhibitor -4.7, S1P4 ag -1.2, NPY1 pot ag -14.9, EP2 modulator -16.6, S1P4 antag -18.1, NPY-Y1 antag 1.6 and NPY2 pot ag -4.6.
Screening O=C(Nc1ccc(O)c(-c2nc3ccccc3o2)c1)C1(c2ccc(Cl)cc2)CCCC1 returned eIF4E 4G PPI 5.8, EP2 antag 13.6, p97 inhibitor 1.6, S1P4 ag -1.4, NPY1 pot ag 4.2, EP2 modulator 17.3, S1P4 antag -12.5, NPY-Y1 antag -1.1 and NPY2 pot ag -17.6.
`Cc1ccc(S(=O)(=O)CC(=O)Nc2ccc(Cl)cn2)cc1` gave eIF4E 4G PPI -0.6, EP2 antag 6.3, p97 inhibitor 5.7, S1P4 ag -0.3, NPY1 pot ag 21.8, EP2 modulator -20.0, S1P4 antag -3.5, NPY-Y1 antag -0.9 and NPY2 pot ag 0.1.
Screening C/C(=N\NC(=O)c1ccc(NS(=O)(=O)c2cccs2)cc1)c1ccccc1 returned eIF4E 4G PPI 11.0, EP2 antag 5.1, p97 inhibitor 7.3, S1P4 ag -0.7, NPY1 pot ag 12.9, EP2 modulator 12.2, S1P4 antag -16.3, NPY-Y1 antag 3.2 and NPY2 pot ag 0.3.
c1ccc(CSc2nnc(Cc3ccccn3)o2)cc1 was read as eIF4E 4G PPI -3.6, EP2 antag 5.5, p97 inhibitor 2.6, S1P4 ag 3.2, NPY1 pot ag 2.7, EP2 modulator -21.1, S1P4 antag -16.6, NPY-Y1 antag 1.3 and NPY2 pot ag -7.2.
`CCOc1ccc(CNC(=O)CCn2c(=O)oc3ccccc32)cc1` gave eIF4E 4G PPI 3.6, EP2 antag 4.7, p97 inhibitor -0.3, S1P4 ag 1.5, NPY1 pot ag -0.8, EP2 modulator 1.9, S1P4 antag -19.5, NPY-Y1 antag 10.6 and NPY2 pot ag 15.0.
For COC(=O)c1[nH]c2ccc(Cl)cc2c1NC(=O)CN1CCC(C(N)=O)CC1 the results were eIF4E 4G PPI 3.0, EP2 antag 13.0, p97 inhibitor 3.2, S1P4 ag 0.3, NPY1 pot ag 4.0, EP2 modulator -14.9, S1P4 antag -2.6, NPY-Y1 antag 0.2 and NPY2 pot ag -9.1.
For CN1CCN(CCCCC(=O)c2ccccc2)CC1 the results were eIF4E 4G PPI 3.2[fluorescence artefact?], EP2 antag 14.2, p97 inhibitor -3.0, S1P4 ag -0.5, NPY1 pot ag 6.3, EP2 modulator 14.3, S1P4 antag 1.8, NPY-Y1 antag 3.7 and NPY2 pot ag -10.0.
Screening Cn1c(SCc2ccccn2)nnc1-c1cnccn1 returned eIF4E 4G PPI -2.1, EP2 antag 3.5, p97 inhibitor 2.6, S1P4 ag 0.1, NPY1 pot ag 19.4, EP2 modulator 12.3, S1P4 antag -16.4, NPY-Y1 antag 2.8 and NPY2 pot ag 1.1.
For Cc1ccccc1C(=O)NNC(=O)C1CCCN(c2ncccn2)C1 (stereo not given) the results were eIF4E 4G PPI -3.4, EP2 antag 5.2, p97 inhibitor 4.4, S1P4 ag 0.8, NPY1 pot ag -0.3, EP2 modulator 11.1, S1P4 antag -3.2, NPY-Y1 antag 4.4 and NPY2 pot ag -6.8.
`O=c1c(Cl)c(N/N=C/c2ccc(Cl)cc2)cnn1-c1ccccc1` gave eIF4E 4G PPI 16.8, EP2 antag 18.3, p97 inhibitor -0.1, S1P4 ag 2.5, NPY1 pot ag -21.5, EP2 modulator -29.8, S1P4 antag -32.2, NPY-Y1 antag -1.2 and NPY2 pot ag 17.4.

Assay outcomes: PubChem BioAssay, several laboratories

An excerpt. The share of hits here may be higher or lower than overall.
